MOR-DOR ag: agonists of human mu-delta opioid receptor heterodimerization; cells, OPRM1-OPRD1 heterodimerization, luminescence; actives 0.3% (n = 340,000); AID 504326; P35372+P41143; activation, % at 9.3 µM; in the data active = activation above about 18%;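 also: 0% = vehicle-treated cells and 100% = reference agonist; values of inactives mirror those of a sister screen read the other way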
Pemphigus Ab inh: human desmoglein-3 autoantibody binding inhibition. DSG3-coupled beads, scFv-anti-DSG3-GFP binding, flow cytometry; hits give low values. actives 0.48% (n = 310,000). binding (percent of control), % at 10 µM. P32926;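 active = binding more than 3 SD below its plate's average and above zero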;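 also: hits lower antibody fragment binding to DSG3; some compounds called inactive have numbers as strong as hits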
Target sequence (P32926 whole entry, looked up, the tested form may be a part): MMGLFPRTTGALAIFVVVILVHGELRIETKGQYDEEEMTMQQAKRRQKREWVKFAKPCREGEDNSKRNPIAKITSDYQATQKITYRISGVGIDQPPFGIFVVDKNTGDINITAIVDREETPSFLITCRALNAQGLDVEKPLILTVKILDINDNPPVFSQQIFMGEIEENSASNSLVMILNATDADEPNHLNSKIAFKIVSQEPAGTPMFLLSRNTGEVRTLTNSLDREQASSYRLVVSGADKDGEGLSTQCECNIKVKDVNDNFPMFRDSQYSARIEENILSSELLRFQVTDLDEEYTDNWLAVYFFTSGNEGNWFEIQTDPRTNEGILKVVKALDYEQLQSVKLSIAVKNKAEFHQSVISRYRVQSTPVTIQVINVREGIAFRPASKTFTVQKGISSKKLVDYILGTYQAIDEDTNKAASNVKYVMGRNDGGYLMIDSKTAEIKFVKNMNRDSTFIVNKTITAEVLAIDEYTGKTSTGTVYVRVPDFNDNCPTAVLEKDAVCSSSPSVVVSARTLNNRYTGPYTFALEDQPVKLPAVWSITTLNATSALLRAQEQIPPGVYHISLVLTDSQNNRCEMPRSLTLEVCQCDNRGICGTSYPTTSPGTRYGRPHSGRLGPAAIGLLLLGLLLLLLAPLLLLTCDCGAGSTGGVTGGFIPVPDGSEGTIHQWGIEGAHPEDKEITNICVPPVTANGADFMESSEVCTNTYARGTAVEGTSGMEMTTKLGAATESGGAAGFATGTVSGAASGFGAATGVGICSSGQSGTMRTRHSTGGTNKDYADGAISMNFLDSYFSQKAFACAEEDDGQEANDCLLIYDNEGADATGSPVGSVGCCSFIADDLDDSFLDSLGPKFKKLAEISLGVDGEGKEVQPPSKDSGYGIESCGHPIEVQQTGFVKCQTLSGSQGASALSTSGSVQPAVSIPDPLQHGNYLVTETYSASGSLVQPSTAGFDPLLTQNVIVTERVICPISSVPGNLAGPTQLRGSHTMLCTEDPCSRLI
PfHsp90 set2: growth inhibition of yeast expressing Plasmodium Hsp90; S. cerevisiae expressing PfHsp90, BacTiter-Glo ATP, 48 h; yeast lacking PDR1 and PDR3 efflux regulators; actives 0.32% (n = 310,000); AID 504621; inhibition, % at 9.4 µM;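 active = every replicate shows inhibition above about 80%, whatever the replicate mean, limit read from the data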;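 also: 0% = DMSO neutral controls and 100% = 20 µM radicicol positive controls; yeast relying on Plasmodium falciparum Hsp90 in place of its own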
phage Ecoli inh: E. coli growth loss with phage present; growth absorbance; inhibition, % at 11.9 µM; actives 0.26% (n = 360,000); AID 651602; in the data active = inhibition above about 11%
PKA-R1A activ: PKA-R1A complex activation | P00514+P68181 | PKA-R1A dissociation, Cy5-IP20 fluorescence polarization; scaled: DMSO 0%, 113 µM cGMP 100% | activation, % at 11.4 µM | actives 0.083% (n = 340,000) | AID 504707;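 active = percent activation above the mean of all tested compounds plus 3 SD, cut at about 19% in these data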;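 also: higher means more PKAc released from R1A so a rise in polarization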
AddAB inh: less growth of phage-infected E. coli with AddAB; E. coli expressing H. pylori AddAB, absorbance growth; inhibition, % at 11.9 µM; actives 0.29% (n = 330,000); in the data active = inhibition above about 12%;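 also: 0% = vehicle wells of infected cells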
Ecoli viability: counter-screen for AddAB inhibitors: E. coli growth inhibition. E. coli V3065 growth, OD600 absorbance, 18 h. actives 0.27% (n = 330,000). inhibition, % at 11.9 µM;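 active = inhibition above the campaign's mean inhibition across all tested compounds plus 3 SD, cut at about 9.9% in these data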;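 also: uninfected addAB+ strain grown without phage in ampicillin broth; 0% = DMSO wells and 100% = ciprofloxacin 0.95 µg/ml wells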
SUMO Mot1 rescue: SUMOylation pathway inhibition by Mot1-301 growth rescue; S. cerevisiae Mot1-301 growth rescue, ATP luminescence, 38.5C; percent above DMSO median, 100 means doubled; growth rescue, % at 18.8 µM; actives 1% (n = 320,000); AID 2716;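 active = every valid replicate shows activation above 250% relative to neutral control wells; inactive = the rest, any valid replicate at or below 250%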;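 also: OY570 slx delta 5 strain wells were the positive control but not used for scaling; some compounds called inactive have numbers as strong as hits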
HTR5A ag ctr: counter-screen for OPRM1-OPRD1 agonists: human HTR5A agonism; P47898; HTR5A agonist assay, luminescence, cell-based; activation, % at 9.3 µM; actives 0.61% (n = 340,000); AID 504692; in the data active = activation mostly above about 9.5%, no sharp cut-off; inactive = mostly below about 7.6%;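 also: 0% = cells with vehicle only and 100% = reference agonist; strong numbers were not always called active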
HTR5A inv ctr: inverse agonist of human HTR5A in OPRM1-OPRD1 counter-screen; P47898; HTR5A cell line, luminescence, inverse agonism; inhibition, % at 9.3 µM; actives 0.083% (n = 340,000); AID 504634; in the data active = inhibition mostly above about 23%, no sharp cut-off; inactive = mostly below about 18%;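 also: 0% = cells with DMSO and 100% = no-cell wells with DMSO; some compounds called inactive have numbers as strong as hits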
MOR-DOR inv ag: inverse agonist of human OPRM1-OPRD1 heterodimerization. P35372+P41143. cell-based MOR-DOR heterodimer luminescence, inverse agonism. inhibition, % at 9.3 µM. actives 0.21% (n = 340,000). AID 504357; in the data active = inhibition above about 22%, passing the limit was not always enough;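 also: 0% = cells with DMSO and 100% = wells without cells with DMSO; values of inactives mirror those of a sister screen read the other way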
Numbers without * were called inactive. Not a hit list; about 3.2% have a hit in one of these screens.

Screening O=C(CCn1c(=O)c2sccc2n(Cc2cc(=O)n3ccccc3n2)c1=O)NCc1ccco1 returned MOR-DOR ag -1.4, Pemphigus Ab inh 98, PfHsp90 set2 0, phage Ecoli inh 3.4, PKA-R1A activ -13, AddAB inh 0.4, Ecoli viability -0.7, SUMO Mot1 rescue 9, HTR5A ag ctr 1, HTR5A inv ctr -28 and MOR-DOR inv ag 8.
`Cc1cc(C)nc(SCCC(=O)Nc2ccc(F)cc2)n1` gave MOR-DOR ag -0.4, PfHsp90 set2 0, phage Ecoli inh 0.5, PKA-R1A activ -7, AddAB inh 3.2, Ecoli viability -0.8, SUMO Mot1 rescue 7, HTR5A ag ctr 5, HTR5A inv ctr 16 and MOR-DOR inv ag 2.
Screening CCN1C[C@@H]2[C@@H]3C(=O)N(C)C(=O)[C@@H]3[C@](Cc3ccccc3)(C(=O)OC)N2C1=NC1CCCCC1 returned MOR-DOR ag -4.6, Pemphigus Ab inh 106, PfHsp90 set2 -13, phage Ecoli inh 1.2, PKA-R1A activ 1, AddAB inh 0.7, Ecoli viability 1.4, HTR5A ag ctr 1, HTR5A inv ctr -4 and MOR-DOR inv ag 22.
`Cn1c(SC/C=C/c2ccccc2)nnc1-c1cnccn1` gave MOR-DOR ag -3.7, Pemphigus Ab inh 94, PfHsp90 set2 15, phage Ecoli inh 3.6, PKA-R1A activ 0, AddAB inh -0.5, Ecoli viability -0.2, SUMO Mot1 rescue 12, HTR5A ag ctr 0, HTR5A inv ctr 0 and MOR-DOR inv ag 18.
Screening NC(=O)C1CCN(c2nc(-c3ccccc3)nc3c2oc2ccccc23)CC1 returned MOR-DOR ag 0.2, Pemphigus Ab inh 101, PfHsp90 set2 4, phage Ecoli inh 2.3, PKA-R1A activ 1, HTR5A ag ctr -1, HTR5A inv ctr -14 and MOR-DOR inv ag -1.
`Cc1ccc(CNC2CCCCC2)s1` gave MOR-DOR ag -2.2, Pemphigus Ab inh 104, PfHsp90 set2 -11, phage Ecoli inh 3.2, PKA-R1A activ -3, AddAB inh 1.8, Ecoli viability 1.0, SUMO Mot1 rescue -14, HTR5A ag ctr 5, HTR5A inv ctr 5 and MOR-DOR inv ag 11.
For CN1C(=O)CSC1=NC12CC3CC(CC(C3)C1)C2 the results were MOR-DOR ag 1.9, Pemphigus Ab inh 124, PfHsp90 set2 -10, phage Ecoli inh 0.8, PKA-R1A activ -3, AddAB inh 1.4, Ecoli viability -2.2, SUMO Mot1 rescue -20, HTR5A ag ctr -1, HTR5A inv ctr 12 and MOR-DOR inv ag -11.
COc1cc(S(=O)(=O)N2CCOCC2)cc(C(=O)OCC(=O)NC2CCCCC2)c1OC was read as MOR-DOR ag -3.2, Pemphigus Ab inh 102, phage Ecoli inh 2.6, PKA-R1A activ 0, AddAB inh 3.4, Ecoli viability -0.5, SUMO Mot1 rescue -6, HTR5A ag ctr -5, HTR5A inv ctr -4 and MOR-DOR inv ag 13.
N#CCCN(C(=O)COC(=O)c1cc2ccccc2oc1=O)c1ccccc1 was read as MOR-DOR ag 0.7, Pemphigus Ab inh 110, PfHsp90 set2 28, phage Ecoli inh 4.0, PKA-R1A activ -10, AddAB inh -0.1, Ecoli viability 0.7, HTR5A ag ctr -1, HTR5A inv ctr 0 and MOR-DOR inv ag -3.
Screening CC1=C(C(=O)OCc2ccc3c(c2)OCO3)C(c2ccccc2)NC(=O)N1 (configuration not stated) returned MOR-DOR ag 1.7, Pemphigus Ab inh 98, PfHsp90 set2 1, phage Ecoli inh 2.4, PKA-R1A activ -10, AddAB inh -0.6, Ecoli viability -1.0, SUMO Mot1 rescue 9, HTR5A ag ctr -12, HTR5A inv ctr 27 and MOR-DOR inv ag -10.
Screening CC(=O)Nc1ccc(NC(=O)CSc2nc3ccccc3c(=O)n2CCCN2CCOCC2)cc1 returned MOR-DOR ag 2.0, Pemphigus Ab inh 98, PfHsp90 set2 2, phage Ecoli inh -0.7, PKA-R1A activ 8, AddAB inh -1.9, Ecoli viability -1.8, SUMO Mot1 rescue -2, HTR5A ag ctr 3, HTR5A inv ctr -11 and MOR-DOR inv ag -10.
For CCCCOc1ccc(-c2ncc([N+](=O)[O-])cn2)cc1 the results were MOR-DOR ag -0.4, PfHsp90 set2 6, phage Ecoli inh 1.1, PKA-R1A activ -10, AddAB inh -0.3, Ecoli viability -0.2, SUMO Mot1 rescue 3, HTR5A ag ctr 0, HTR5A inv ctr 5 and MOR-DOR inv ag 2.
`CCOC(=O)[C@@H](C)N(C(=O)OC(C)(C)C)S(=O)(=O)N(Cc1ccccc1)[C@H](C(=O)OC)C(C)C` gave MOR-DOR ag 1.5, Pemphigus Ab inh 110, PfHsp90 set2 15, phage Ecoli inh 4.5, PKA-R1A activ 2, HTR5A ag ctr -1, HTR5A inv ctr 13 and MOR-DOR inv ag -9.
`COCCNc1c(-c2ccc(O)cc2)nc2ccc(Cl)cn12` gave MOR-DOR ag -1.5, Pemphigus Ab inh 111, PfHsp90 set2 -13, phage Ecoli inh 2.1, PKA-R1A activ 9, AddAB inh 1.4, Ecoli viability -1.6, SUMO Mot1 rescue -15, HTR5A ag ctr 1, HTR5A inv ctr 3 and MOR-DOR inv ag 7.
CCC(=O)N1c2ccccc2[C@@H](N(C(C)=O)c2ccccc2)C[C@H]1C was read as MOR-DOR ag -0.1, Pemphigus Ab inh 106, PfHsp90 set2 13, phage Ecoli inh 0.0, PKA-R1A activ -1, AddAB inh 0.2, Ecoli viability -0.4, SUMO Mot1 rescue 2, HTR5A ag ctr -2, HTR5A inv ctr -5 and MOR-DOR inv ag 1.
CC(=O)Nc1ccc2c(CSc3nnc(-c4cccnc4)n3-c3ccc(C)cc3C)cc(=O)oc2c1 was read as MOR-DOR ag -1.4, Pemphigus Ab inh 87, PfHsp90 set2 -23, phage Ecoli inh 2.6, PKA-R1A activ -3, AddAB inh -0.3, Ecoli viability -2.1, SUMO Mot1 rescue 211, HTR5A ag ctr 0, HTR5A inv ctr 1 and MOR-DOR inv ag 8.
For COc1cccc(C(=O)NN2CCOCC2)c1 the results were MOR-DOR ag -0.7, Pemphigus Ab inh 114, PfHsp90 set2 12, phage Ecoli inh 2.4, PKA-R1A activ 13, AddAB inh 0.7, Ecoli viability -1.1, SUMO Mot1 rescue -9, HTR5A ag ctr 0, HTR5A inv ctr 4 and MOR-DOR inv ag 4.
`O=C(O)c1cc(S(=O)(=O)NC(Cc2c[nH]c3ccccc23)C(=O)O)ccc1Cl` (configuration not stated) gave MOR-DOR ag -3.6, Pemphigus Ab inh 100, PfHsp90 set2 -2, phage Ecoli inh 2.0, PKA-R1A activ -4, AddAB inh -0.4, Ecoli viability 1.4, SUMO Mot1 rescue 5, HTR5A ag ctr 2, HTR5A inv ctr -9 and MOR-DOR inv ag 17.
`COc1ccc(CCNC(=S)Nc2cccc(C)c2)cc1` gave MOR-DOR ag -2.1, PfHsp90 set2 21, PKA-R1A activ -3, AddAB inh 4.0, Ecoli viability 0.6, SUMO Mot1 rescue 10, HTR5A ag ctr 0, HTR5A inv ctr -15 and MOR-DOR inv ag 9.
Screening CCOC(=O)N1CCC(N2Cc3cccc(C(=O)Nc4ccc(OC)c(OC)c4)c3C2=O)CC1 returned MOR-DOR ag -1.1, Pemphigus Ab inh 101, PfHsp90 set2 18, phage Ecoli inh 0.9, PKA-R1A activ -3, AddAB inh 1.0, Ecoli viability 1.0, SUMO Mot1 rescue -2, HTR5A ag ctr 0, HTR5A inv ctr -3 and MOR-DOR inv ag 7.
`COc1ccc2cc(CCC(C)=O)ccc2c1` gave MOR-DOR ag -1.8, Pemphigus Ab inh 102, PfHsp90 set2 -4, phage Ecoli inh 4.5, PKA-R1A activ 3, AddAB inh 1.9, Ecoli viability -2.1, SUMO Mot1 rescue 236, HTR5A ag ctr 3, HTR5A inv ctr -10 and MOR-DOR inv ag 10.
CCC(C)[C@H](NC(=O)N1CCCC1)C(=O)O (some centres not stated) was read as MOR-DOR ag 1.7, Pemphigus Ab inh 98, phage Ecoli inh 0.6, PKA-R1A activ 5, AddAB inh 3.7, Ecoli viability -0.9, SUMO Mot1 rescue -17, HTR5A ag ctr -3, HTR5A inv ctr 7 and MOR-DOR inv ag -10.
Screening C=CCn1c(=O)c(C(=O)NCCNCC)c(O)c2ccccc21 returned MOR-DOR ag 0.5, Pemphigus Ab inh 105, PfHsp90 set2 14, phage Ecoli inh 3.5, PKA-R1A activ 8, AddAB inh -1.2, Ecoli viability -3.2, SUMO Mot1 rescue -10, HTR5A ag ctr -1, HTR5A inv ctr -12 and MOR-DOR inv ag -3.
Screening CNc1c(NS(=O)(=O)c2ccc(OC)c(Cl)c2)c(=O)oc2ccccc12 returned MOR-DOR ag -2.6, Pemphigus Ab inh 104, PfHsp90 set2 17, phage Ecoli inh 0.6, PKA-R1A activ 2, AddAB inh 3.0, Ecoli viability -2.9, SUMO Mot1 rescue 13, HTR5A ag ctr -1, HTR5A inv ctr 16 and MOR-DOR inv ag 14.
Screening COc1ccccc1-n1nnnc1SCC(=O)Nc1ccccn1 returned MOR-DOR ag -2.7, Pemphigus Ab inh 104, PfHsp90 set2 17, phage Ecoli inh 1.9, PKA-R1A activ 7, AddAB inh 1.4, Ecoli viability 0.3, SUMO Mot1 rescue 5, HTR5A ag ctr -3, HTR5A inv ctr 7 and MOR-DOR inv ag 14.
Screening CC(=O)Nc1ccc(Nc2ccc3nonc3c2[N+](=O)[O-])cc1 returned MOR-DOR ag 1.3, Pemphigus Ab inh 98, PfHsp90 set2 6, phage Ecoli inh 3.0, PKA-R1A activ -2, AddAB inh 1.9, Ecoli viability 1.8, SUMO Mot1 rescue 3, HTR5A ag ctr -2, HTR5A inv ctr 5 and MOR-DOR inv ag -6.
`COc1cc2c(cc1OC)CN(C(=O)CCCN1C(=O)c3ccccc3C1=O)CC2` gave MOR-DOR ag -0.6, Pemphigus Ab inh 102, PfHsp90 set2 -9, phage Ecoli inh -0.9, PKA-R1A activ -7, AddAB inh 1.4, Ecoli viability -0.8, SUMO Mot1 rescue 19, HTR5A ag ctr -4, HTR5A inv ctr 9 and MOR-DOR inv ag 3.
`O=C(Nc1cccc(-n2cnnn2)c1)c1cccc(Cl)c1` gave MOR-DOR ag 2.2, Pemphigus Ab inh 104, PfHsp90 set2 -13, phage Ecoli inh 2.4, PKA-R1A activ 0, AddAB inh 3.6, Ecoli viability 1.1, SUMO Mot1 rescue -2, HTR5A ag ctr 2, HTR5A inv ctr -7 and MOR-DOR inv ag -12.
`COc1cc(OC)cc(C(=O)NCCSCc2ccc(Cl)cc2)c1` gave MOR-DOR ag -2.8, Pemphigus Ab inh 76*, PfHsp90 set2 -3, phage Ecoli inh 0.4, PKA-R1A activ -4, AddAB inh 0.0, Ecoli viability 1.0, SUMO Mot1 rescue 4, HTR5A ag ctr 0, HTR5A inv ctr 0 and MOR-DOR inv ag 14.
For CCOC(=O)/C(C#N)=C/c1ccc(OC(=O)c2ccco2)c(OCC)c1 the results were MOR-DOR ag -1.5, Pemphigus Ab inh 114, PfHsp90 set2 24, phage Ecoli inh 4.0, PKA-R1A activ 4, AddAB inh -0.2, Ecoli viability -0.2, SUMO Mot1 rescue -2, HTR5A ag ctr 1, HTR5A inv ctr 0 and MOR-DOR inv ag 8.

Source: PubChem BioAssay
